# GAA spleen mod – inhibits or activates alpha-glucosidase in human spleen homogenate. AID 2112. 0.006% of 240,000 active. Potency, µM (series often up to 79.9 µM), inactives show top-dose activity change, negative = inhibition, usual class: inhibitors. human spleen homogenate, 4-MU-alpha-glucoside fluorescence;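 further: 0% = enzyme with vehicle and -100% = no enzyme basal signal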
#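 Enzyme source: human spleen homogenate, 1 ug/well. Buffer 50 mM citric acid/K phosphate pH 5.0, 0.01% Tween-20. 4-MU-alpha-glucoside 1 mM; 37 C x 40 min; NaOH/glycine stop; fluorescence.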
# SMN2 splice enh – increases expression of the SMN2 splice variant; 2.8% of 210,000 active; AID 1458; Potency, µM (doses to about 46.1 µM), inactives show at the highest dose activity change, positive = activation, usual class: activators; HEK293 SMN2-luciferase splicing reporter, luminescence, 30-36 h; further: % of control where 0% means no effect; nearly all actives have a fitted effect of over 55% in size
#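 qHTS luciferase splicing reporter: luminescence rises when SMN2 exon 7 is included in transfected HEK293 cells. Compound exposure lasted 30-36 h at 37C, with 4.5 mM final sodium butyrate as control, followed by a ONE-Glo read.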
# GLA spleen mod – inhibits or activates alpha-galactosidase in human spleen homogenate | P06280 | human spleen homogenate, 4MU-alpha-Gal fluorescence, 40 min | Potency, µM (top dose mostly 80 µM), without a hit: at the highest dose activity change, negative = inhibition, most hits filed as inhibitors | 0.008% of 240,000 active;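 further: 0% = enzyme with vehicle and -100% = no enzyme basal signal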
#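 qHTS titration in buffer at pH 5.0. Alpha-galactosidase activity in spleen homogenate was measured via 4-methylumbelliferone release from 1 mM fluorogenic substrate after 40 min at 37C and a pH 10 stop. AC50 came from Hill fits of control-normalized data.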
# GoLoco inh red – blocks human Gai1 binding to RGS12 GoLoco peptide, red readout. Gai1:RGS12 GoLoco peptide FP, rhodamine, 10 min. P63096. Potency, µM (doses to about 61.6 µM), without a hit: at the highest dose activity, negative = inhibition, most hits filed as inhibitors. AID 880. 0.44% of 230,000 active; active means well fitted inhibition curve with a large enough effect, not every such curve was filed as active; inactive means no such curve, though single readings can be large or run the other way; further: on the % scale 0 is the no-effect control and ±100 the full control effect; nearly all actives have a fitted effect of over 30% in size; many of its hits are not listed in these tables
# JMJD2E inh – blocks human JMJD2E demethylase activity; B2RXH2; AID 2147; 1.6% of 230,000 active; Potency, µM (highest dose often 57.1 µM), for the others: top-dose activity change, negative = inhibition, actives largely listed as inhibitors; JMJD2E catalytic domain, FDH-coupled NADH fluorescence (FDH is formaldehyde dehydrogenase); active means well fitted inhibition curve with a large enough effect, not every such curve was filed as active; inconclusive means small, poorly fitted or top-dose-only effect, or another doubt; inactive means no such curve, though single readings can be large or run the other way;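 further: 0% = wells with enzyme and -100% = buffer wells without enzyme; nearly all actives have a fitted effect of over 50% in size; many of its hits are not listed in these tables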
# Target sequence (B2RXH2 1-337 limits assumed): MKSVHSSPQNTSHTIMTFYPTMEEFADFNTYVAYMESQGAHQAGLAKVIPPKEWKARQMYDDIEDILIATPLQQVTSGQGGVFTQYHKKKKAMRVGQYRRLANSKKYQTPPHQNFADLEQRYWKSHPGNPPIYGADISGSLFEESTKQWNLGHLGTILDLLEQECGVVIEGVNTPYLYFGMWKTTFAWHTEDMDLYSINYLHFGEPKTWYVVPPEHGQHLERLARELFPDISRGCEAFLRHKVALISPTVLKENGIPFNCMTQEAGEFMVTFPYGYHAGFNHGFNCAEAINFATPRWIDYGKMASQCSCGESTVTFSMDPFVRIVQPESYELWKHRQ
# GAA inh – blocks human lysosomal alpha-glucosidase; P10253; purified human GAA, 4-MU-alpha-glucoside fluorescence; Potency, µM (titrated, usually from 76.9 µM), for the others: at the highest dose activity change, negative = inhibition, hits mostly inhibitors; 0.005% of 200,000 active;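 further: plate controls were uninhibited enzyme wells for no effect and no-enzyme background for full effect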
#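 Enzyme (4 nM final) mixed with compound (up to 77 uM), then 4-MU-alpha-D-pyranoside (400 uM final) added; 20 min at room temperature, pH 5.0. Reaction stopped at pH 10, fluorescence read, AC50 derived by Hill fit.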
# GAA glycogen – inhibitors or activators of human alpha-glucosidase glycogen cleavage. recombinant GAA, glycogen substrate, Amplex Red glucose oxidase fluorescence. Potency, µM (titrated, usually from 76.4 µM), without a hit: at the top dose activity change, negative = inhibition, most hits filed as inhibitors. 0.38% of 300,000 active;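 further: 0% = full enzyme reaction and -100% = no-enzyme basal signal; the screen sought inhibitors and activators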
#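 Natural-substrate format: glycogen cleavage by 4 nM human enzyme, glucose read by Amplex Red coupling (Ex 573, Em 610 nm). Normalized to enzyme and no-enzyme controls.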
# ALDH1A1 block – blocks purified human ALDH1A1 activity; P00352; Purified ALDH1A1, NADH fluorescence, propionaldehyde substrate; Potency, µM (doses to about 75.3 µM), inactives show at the highest dose activity, negative = inhibition, most hits filed as inhibitors; 7.3% of 220,000 active; active means well fitted inhibition curve with a large enough effect, not every such curve was filed as active; inconclusive means small, poorly fitted or top-dose-only effect, or another doubt; inactive means no such curve, though single readings can be large or run the other way;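 further: plate controls were no enzyme wells and a reference inhibitor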
# Target sequence (P00352 whole entry, looked up): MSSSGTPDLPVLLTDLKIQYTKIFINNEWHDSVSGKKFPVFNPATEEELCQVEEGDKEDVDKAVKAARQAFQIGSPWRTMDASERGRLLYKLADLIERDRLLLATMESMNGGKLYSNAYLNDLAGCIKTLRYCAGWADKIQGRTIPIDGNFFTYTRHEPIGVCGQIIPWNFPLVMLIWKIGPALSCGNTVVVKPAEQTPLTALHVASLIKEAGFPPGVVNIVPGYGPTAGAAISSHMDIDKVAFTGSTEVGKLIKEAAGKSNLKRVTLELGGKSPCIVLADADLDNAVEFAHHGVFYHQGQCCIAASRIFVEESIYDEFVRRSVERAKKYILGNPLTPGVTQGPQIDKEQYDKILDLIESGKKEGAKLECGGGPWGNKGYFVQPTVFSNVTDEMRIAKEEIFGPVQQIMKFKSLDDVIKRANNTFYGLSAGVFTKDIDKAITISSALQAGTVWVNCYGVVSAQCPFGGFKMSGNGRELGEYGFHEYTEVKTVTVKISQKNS
# Starred values were filed as active, the others as inactive; ? = inconclusive; / = no result given; & = joins results of further samples; [ ] = another dose, or the depositor's remark. Unless noted, the call rests on the fitted dose curve; in most records, active means well fitted curve in the direction sought with a large enough effect; inconclusive means small, poorly fitted or top-dose-only effect, or another doubt; inactive means no such curve, though single readings can be large; an effect the other way counts as inactive or inconclusive. Potency means the concentration at half of the fitted maximal effect.
Compound,GAA spleen mod,SMN2 splice enh,GLA spleen mod,GoLoco inh red,JMJD2E inh,GAA inh,GAA glycogen,ALDH1A1 block
O=C(NC1CC1)C1=C[C@H](C2CCCCC2)C[C@H](OCCCCO)O1,2%,/,3%,5%,6%,/,-3%,/
CCOC(=O)N/N=C/c1cn(Cc2ccc(F)cc2)c2ccccc12,-3%,/,4%,1%,0%,/,-5%,/
O=C(NC1CCCCCC1)c1c2c(nc3ccccc13)CCN(Cc1ccccc1)C2,2%,8%,-1%,-30%,7%,-5%,-2%,?
CC(C)(C)c1cc(=O)[nH]c(SCc2ccccc2Cl)n1,0%,26%,-3%,-1%,0%,-4%,-1%,4%
CCOc1c2ccc(C(=O)NCc3cc(C(F)(F)F)cc(C(F)(F)F)c3)cc2nn1CCOC,-18%,-18%,1%,5%,?,1%,-5%,?
O=C(CCc1nc2ccccc2[nH]c1=O)OCc1ccc(S(=O)(=O)N2CCOCC2)cc1,-10%,0%,1%,8%,?,0%,0%,?
C=Cc1ccc(CSc2cc(C)nc3nc(C)nn23)cc1,1%,/,-2%,21%,-1%,/,-7%,/
S=C(NCc1cccnc1)Nc1ccc(Cl)c(Cl)c1,-4%,-17%,2%,3%,-9%,-6%,-2%,?
COc1ccc(CCNC(=O)c2cn3ccc(C)cc3n2)cc1OC,5%,5%,3%,7%,-15%,-8%,9%,1%
COc1ccc(NC(=O)CCSCCC(=O)Nc2ccc(OC)cc2OC)c(OC)c1,1%,3%,-3%,5%,3%,4%,10%,-7%
CCOC(=O)c1ccc(NC(=O)C2CCCN(S(=O)(=O)c3ccc(F)cc3)C2)cc1 (stereo unspecified),-5%,-25%,-3%,7%,-9%,-6%,-11%,-10%
O=C(CC1SCCNC1=O)Nc1ccc(Cl)c(Cl)c1 (stereo unspecified),-5%,17%,-2%,13%,-1%,10%,9%,-2%
CCC(C)(C)NC(=O)C(c1ccc(C)o1)N(Cc1cccs1)C(=O)Cn1nnc2ccccc21 (stereo unspecified),0%,5%,-7%,-1%,-2%,4%,10%,-5%
C=CCNc1nc(N)c(C(=O)c2ccc3c(c2)OCO3)s1,-1%,28%,-1%,0%,-1%,-5%,2%,-1%
CCc1nc(C)cn1S(=O)(=O)c1cc(OC)c(C)cc1C,0%,/,8%,/,0%,3%,7%,4%
COc1ccc(OC)c(S(=O)(=O)N2CCC(C(=O)N(C)Cc3ccccc3)CC2)c1,-1%,/,5%,3%,3%,/,3%,/
CCCc1cc(C(=O)Nc2cccnc2Cl)no1,-3%,-14%,-1%,8%,-5%,0%,0%,-9%
Cc1ccc(C(=O)NCC(=O)OC(C)C(=O)NCCC2=CCCCC2)cc1C (stereo unspecified),4%,-5%,5%,4%,5%,0%,-4%,-4%
CC(C)(O)CCC(O)[C@@](C)(O)C1CC[C@]2(O)C3=CC(=O)C4CC(O)C(O)C[C@]4(C)C3CC[C@]12C (stereo partly specified),5%,4%,7%,-2%,6%,/,/,1%
NC(=O)c1ccccc1NC(=O)c1ccccc1S(=O)(=O)c1ccccc1[N+](=O)[O-],-4%,-5%[1.84 µM],-3%,1%,5%,2%,11%,5%
CCCNC(=O)NC(=O)COC(=O)c1ccc(OC)c(S(=O)(=O)N2CCCc3ccccc32)c1,1%,-13%,-2%,1%,-7%,?,5%,-5%
COc1ccccc1CNS(=O)(=O)c1ccc2c(c1)oc(=O)n2C,-1%,-13%,2%,-16%,7%,0%,7%,-1%
COc1cccc(NC(=O)CN2CCN(S(=O)(=O)c3ccc(F)cc3)CC2)c1,-15%,2%,-6%,1%,1%,-15%,6%,10%
Cc1ccccc1NC(=O)COC(=O)c1ccc(CSc2ccc(Cl)cc2)cc1,-1%,20%,1%,12%,-1%,2%,11%,11%
Oc1ccc(Br)cc1-c1cc(-c2ccccc2F)[nH]n1,-3%,?,2%,9%,-11%,-14%,-4%,2%
C=CCNc1oc(-c2cccc3ccccc23)nc1C#N,12%,12%,?,3%,?,?,-20%,?
O=C(CCCn1c(=O)[nH]c2ccccc2c1=O)Nc1ccc(F)cc1,2%,/,-7%,4%,9%,0%,1%,2%
CN1CCN(CCC(=O)Nc2ccc(Br)cc2)CC1,13%,/,6%,3%,5%,13%,-5%,8%
Cc1ccc(CCC(=O)Nc2ccccc2F)s1,1%,?,6%,7%,3%,11%,-4%,-10%
Cc1oc(CC(C)C)c(CN2CCCC2)c1C(=O)O,-2%,11%,-8%,-6%,5%,5%,-5%,4%
COC(=O)C1CC(O)CN1C(=O)Nc1ccccc1 (stereo unspecified),-1%,15%,-2%,10%,-1%,7%,2%,-8%
CC1CCCCN1C(=S)NC(=O)c1cccs1 (stereo unspecified),-4%,/,7%,-4%,-6%,/,-8%,/
Cc1cccc(Oc2ncc(-c3ccc(Cl)cc3)cn2)c1,-2%,-13%,6%,4%,13%,-1%,-1%,6%
Cc1ccc(/C=C/C(=O)Nc2cccc3cccnc23)o1,-1%,7%,4%,24%,?,-3%,-10%,-4%
OCCOc1cccc(CN2CCC(CO)(CCOc3ccccc3)CC2)c1,-25%,-17%,4%,24%,-7%,?,-17%,-6%
Cc1cc(C)n(C(=O)CCC(=O)NCc2ccccc2)n1,-5%,-25%,-10%,2%,-1%,1%,-2%,?
CC(=O)NS(=O)(=O)c1ccc(N=NN2CCCCCC2)cc1,4%,8%,-8%,14%,-6%,6%,-5%,8%
Nn1c(SCc2csc(-c3ccccc3)n2)nnc1-c1cccs1,-19%,21%,17%,8%,?,?,2%,?
O=C(O/N=C\c1ccc(N2CCCCC2)c([N+](=O)[O-])c1)c1cccc(Cl)c1,-4%,-12%,0%,4%,-8%,-2%,9%,?
CC(O)[C@@H](N)C(=O)O (stereo partly specified),-8%,-9%,0%,1%,/,/,/,17%
Cc1ccc(CSc2nnc(-c3ccccn3)n2N)cc1,-9%,/,-4%,8%,4%,/,-2%,/
Cc1ccc(CONC(=O)/N=C/N(C)C)cc1,-7%,-10%,3%,8%,5%,0%,0%,10%
CCCS(=O)(=O)N1CCCC(C(=O)NC2CCCCC2)C1 (stereo unspecified),6%,14%,2%,-5%,5%,-5%,3%,-1%
CCOC(=O)/C(=C/C=C1\Sc2cc(OCC)c(OCC)cc2N1CC)C(C)=O,0%,-70%[inhibitor],-8%,149%[activator],-27%,?,0%,-7%
COc1ccccc1C(=O)NN=C1CCN(Cc2ccccc2)CC1,-9%,-12%,17%,2%,20%,-1%,-2%,-3%

# Another view of part of the listing above.
> CC1CCCCN1C(=S)NC(=O)c1cccs1 (stereo unspecified)
  GAA spleen mod: -4%; SMN2 splice enh: /; GLA spleen mod: 7%; GoLoco inh red: -4%; JMJD2E inh: -6%; GAA inh: /; GAA glycogen: -8%; ALDH1A1 block: /
> Cc1cccc(Oc2ncc(-c3ccc(Cl)cc3)cn2)c1
  GAA spleen mod: -2%; SMN2 splice enh: -13%; GLA spleen mod: 6%; GoLoco inh red: 4%; JMJD2E inh: 13%; GAA inh: -1%; GAA glycogen: -1%; ALDH1A1 block: 6%

# (listing goes on)
Compound,GAA spleen mod,SMN2 splice enh,GLA spleen mod,GoLoco inh red,JMJD2E inh,GAA inh,GAA glycogen,ALDH1A1 block
CNC(=O)c1[nH]cnc1C(=O)Nc1ccccc1C,-9%,4%,1%,-5%,-3%,-2%,1%,-8%
CCOC(=O)c1[nH]c2ccccc2c1NC(=O)CN(C)C,-17%,19%,-11%,7%,?,8%,-2%,8%
COc1ccc2nnc(-c3ccc(C(F)(F)F)cc3)n2n1,3%,/,7%,-1%,?,/,4%,/
CC(=O)Nc1ccc(OCC(O)Cn2nc(C)c(C(C)=O)c2C)cc1 (stereo unspecified),3%,-9%,7%,7%,4%,-9%,4%,5%
C/C(=N\O)C(=O)NCC1CCNCC1,-4%,-5%,-11%,9%,2%,-3%,5%,-10%
CCOC(=O)Cn1c(N2CCCCCC2)nc2c1c(=O)[nH]c(=O)n2C,5%,16%,7%,7%,8%,1%[15.4 µM],6%,?
O=C(CN1C(=O)CCS(=O)(=O)c2ccccc21)NCc1ccc2c(c1)OCO2,-2%,-16%,1%,-15%,3%,-1%,3%,7%
CCCN1Cc2cccc(C(=O)NC3CCCC3)c2C1=O,-1%,-12%,1%,-6%,3%,-3%,-3%,-6%
COc1ccc2c(c1)c(CC(=O)Nc1ccc(C(C)=O)cc1)c(C)n2C(=O)c1ccc(Cl)cc1,-9%,21%&-25%,-3%,4%,-13%,?,11%[76.3 µM],4%
OC(CNCCCN1CCCCC1)COc1ccccc1 (stereo unspecified),9%,-12%,-12%,-1%,8%,-10%,3%,6%
CC1=NN(c2cccc(C(=O)O)c2)C(=O)/C1=C\C=C\c1ccco1,-8%,30%,-8%,-24%,9%,-8%,-25%,-9%
O=C(Nc1cccc(F)c1)c1ccccc1-c1ccccc1,0%,/,0%,/,8%,-2%,-8%,-11%
COc1ccc(C2C3=C(CC(C)(C)CC3=O)Nc3n[nH]c(C)c32)cc1 (stereo unspecified),-3%,-12%,12%,5%,?,-25%,-2%,?
Cc1cccc(-n2ncc(C#N)c2-n2cccc2)c1,-20%,-7%,-14%,3%,-2%,-5%,-1%,-5%
CCc1cc2c3c(c1)/C(=C1/SC(N)=NC1=O)C(=O)N3C(C)(C)C=C2C,-6%,?,-6%,5%,1%,6%,4%,-1%
COc1cccc(NC(=S)NNC(=O)Cn2nc(C(F)(F)F)cc2C)c1,0%,3%,-2%,26%,2%,0%,?,?
O=C(Nc1nnc(SCc2ccccc2F)s1)c1ccco1,0%,17%,6%,7%,-6%,-2%,-1%,8%
CC(C)(C)c1ccc(/C=N/OCC(=O)NCc2ccccc2)cc1,1%,-14%,-3%,10%,2%,-7%,7%,0%
Cc1cccc(N2CCN(C(=O)c3ccc(N4CCCC4=O)cc3)CC2)c1C,-6%,-34%[inhibitor],6%,-4%,10%,-4%,7%,-7%
Oc1ccc2cccnc2c1,-9%,0%,5%,-1%,-10%,-10%,-5%,24%
OCCCCNCc1cc(Br)ccc1OCc1ccccc1F,5%,/,-3%,0%,-4%,/,11%,-1%
CCCn1c(O)c(N=N)c2ccccc21,-19%,1%,3%,7%,8%,-2%,1%,?

# Assay outcomes (PubChem)

# Not all compounds are listed. The share of hits here may be higher or lower than overall.
